# SIAH1 antagonists – Siah-1 peptide-binding antagonists, primary screen, biochemical, fluorescence polarization, rhodamine-plectin, uHTS (AID 1817). Siah-1 / rhodamine-plectin peptide fluorescence polarization; higher % means a stronger effect. E3 ubiquitin-protein ligase SIAH1 (Homo sapiens). displacement, % at 20 µM; hits with a dose series show IC50 in µM. 0.02% of 290,000 active;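 active = displacement of at least 50% at 20 µM, with a fluorescence ratio check between 0.3 and a set limit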;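 note: plate controls were Siah plus tracer with DMSO for no effect and tracer alone without Siah for full effect; strong numbers were not always called active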
# M1AAP inhibition – P. falciparum M1AAP inhibitors, biochemical, fluorogenic H-Leu-NHMec substrate, 1536-well (AID 1445); Aminopeptidase N (Plasmodium falciparum (isolate 3D7)); recombinant M1AAP, H-Leu-NHMec fluorogenic kinetic assay; higher % means a stronger effect; inhibition, % at 30 µM; hits with a dose series show IC50 in µM; 0.42% of 220,000 active;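 active = primary inhibition above the hit cutoff, then over 50% inhibition at one or more dose response concentrations, cut at about 23% in these data, passing the limit was not always enough; inconclusive = conflicting primary data, or primary hits not chosen for dose response; inactive = low primary inhibition, or under 50% at every dose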;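 note: plate controls were DMSO full reaction for no effect and no enzyme background for full effect; strong numbers were not always called active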
# Yfh1-off respiration – enhancers of respiration in Yfh1-depleted yeast, dose response, Friedreich's ataxia, plus single-dose screen (AID 1465) | 0.074% of 220,000 active | S. cerevisiae Yfh1-off respiration, WST-1 reduction, 72 h; higher fold induction means a stronger effect | fold induction at 50 µM; hits with a dose series show EC50 in µM;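 active = fold induction of absorbance versus untreated yeast above a set limit, then at least 30% activation at any dose in follow-up; inconclusive = repeats straddling the limit, or above it without dose testing; inactive = fold induction below the set limit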;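 note: activators that raise dye reduction in frataxin-depleted yeast; strong numbers were not always called active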
# XIAP displacement – XIAP antagonists, biochemical, IAP family, fluorescence polarization (AID 1018); E3 ubiquitin-protein ligase XIAP (Homo sapiens); XIAP BIR domain, fluorescence polarization peptide displacement; higher % means a stronger effect; displacement, % at 20 µM, or IC50 in µM where a hit was titrated; 0.007% of 200,000 active; in the data active = displacement above about 50%; note: a part of the inactive calls stands beside numbers as strong as those of hits
# Salmonella PhoP GFP – inhibitors of PhoP regulon expression, primary screen, Salmonella Typhimurium, GFP reporter (AID 1863); S. Typhimurium PhoP-regulated promoter GFP reporter, 4 h; higher % means a stronger effect; one-dose inhibition, % at 50 µM; IC50 in µM for titrated hits; 0.16% of 300,000 active;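 active = inhibition over 29.93%, a cutoff 3 SD above the screen mean, later confirmed by dose response; inconclusive = inhibition over 29.93% but no dose response follow-up; inactive = inhibition at most 29.93% or unconfirmed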;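 note: 0% = low Mg2+ inducing control and 100% = high Mg2+ repressing control; strong numbers were not always called active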
# M17LAP inhibition – P. falciparum M17LAP inhibitors, primary screen, biochemical, fluorogenic H-Leu-NHMec substrate, 1536-well (AID 1619); Leucine aminopeptidase (Plasmodium falciparum (isolate 3D7)); recombinant M17LAP, H-Leu-NHMec fluorogenic kinetic assay; higher % means a stronger effect; one-dose inhibition, % at 30 µM; IC50 in µM for titrated hits; 0.38% of 220,000 active;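 active = compound inhibiting the enzyme by more than half at any dose during confirmatory dose-response retesting; inconclusive = strong single-dose inhibitors picked by rank but not retested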;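 note: plate controls were full reaction with DMSO carrier for no effect and no enzyme background for full effect; strong numbers were not always called active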
# CSM14.1 death rescue – rescue of cells from ER stress-induced death, primary screen, 384-well, CSM14.1, thapsigargin, ATP luminescence (AID 1222); CSM14.1 thapsigargin-induced death rescue, ATP luminescence; higher % means a stronger effect; cellular ATP content (survival), % at 20 µM, or EC50 in µM where a hit was titrated; 190,000 tested, under 10 active;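 active = EC50 below 50 µM in the dose-response confirmation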;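 note: death triggered by thapsigargin at about 15 µM added after 2 h compound pretreatment; cell ATP read after overnight thapsigargin exposure of roughly 18 to 22 hours; normalized against plate controls of thapsigargin alone and 5% DMSO vehicle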
# West Nile virus CPE – West Nile virus antiviral activity, cell-based, CPE readout (AID 1621) | 0.02% of 290,000 active | West Nile virus-infected cells, CPE inhibition; higher % means a stronger effect | CPE inhibition, % at 10 µM; hits with a dose series show IC50 in µM; in the data active = a potency from the dose series; inconclusive = CPE inhibition mostly from about 3.7% at the one dose, without a potency; inactive = the rest, 99 in 100 with CPE inhibition below about 2.2%; note: strong numbers were not always called active
# human PMI inhibitors – human PMI inhibitors, high substrate, primary screen, biochemical, fluorescence intensity, high mannose 6-phosphate (AID 1220); Mannose-6-phosphate isomerase (Homo sapiens); recombinant PMI enzyme, coupled fluorescence intensity; higher % means a stronger effect; one-dose inhibition, % at 20 µM; IC50 in µM for titrated hits; 0.66% of 190,000 active; in the data active = inhibition above about 50%
# The depositor's hits bear a star; i = inactive; u = inconclusive; x = not tested or not shown.
SMILES,SIAH1 antagonists,M1AAP inhibition,Yfh1-off respiration,XIAP displacement,Salmonella PhoP GFP,M17LAP inhibition,CSM14.1 death rescue,West Nile virus CPE,human PMI inhibitors
Cc1c(-n2cc(C(=O)c3ccccc3O)cc(C#N)c2=O)c(=O)n(-c2ccccc2)n1C,-2%,8%,x,-2.1%,8%,23%,-0.7%,x,3%
Nc1nc(CCl)nc(N(c2ccccc2)c2ccccc2)n1,2%,2%,i,x,-9%,-12%,x,-1.4%,x
O=C(NC(=S)N1CCN(c2ccc([N+](=O)[O-])cc2)CC1)c1ccco1,0%,12%,i,-1.7%,6%,-8%,0.3%,-0.4%,0%
COc1ccc(/C=N/NS(=O)(=O)c2ccc(F)cc2)cc1COc1cc(F)ccc1[N+](=O)[O-],0%,13%,i,0.6%,-1%,26%,-0.8%,-1.1%,-40%
O=C(COc1ccc(Cl)cc1Cl)Nc1cccnc1,1%,5%,i,3.0%,6%,4%,-3.0%,-0.1%,4%
CN(C(=O)CSc1nnc(Nc2ccccc2)s1)c1c(N)n(Cc2ccccc2)c(=O)[nH]c1=O,-1%,2%,i,-8.8%,7%,17%,12%,-0.1%,-4%
O=C(Nc1cccnc1)c1cccc(NC(=O)c2ccco2)c1,1%,8%,u,-5.1%,-12%,5%,1.0%,0.7%,16%
Cc1nc(NC(=O)c2ccccc2[N+](=O)[O-])sc1C(=O)N(C)C,-6%,1%,i,-2.2%,5%,0%,-0.3%,-0.2%,-9%
O=C(NC(=S)Nc1ccccc1)c1csnn1,-11%,1%,i,-1.8%,7%,17%,-1.3%,-0.2%,-13%
CCOC(=O)C(C(=O)N1CCOCC1)C1CCCCC1 (stereo unspecified),8%,3%,i,-0.3%,9%,-2%,x,0.2%,0%
N#C/C(=C(/O)CSc1n[nH]c(N)n1)c1nc2ccccc2[nH]1,11%,-1%,i,x,3%,16%,x,-0.1%,x
COc1ccccc1N1CCN(C/C=C/c2ccc(N(C)C)cc2)CC1,7%,5%,i,-5.9%,16%,9%,-2.2%,1.2%,28%
COC(=O)c1cc(NC(=O)c2ccoc2C)cc(C(=O)OC)c1,0%,0%,i,-2.4%,-10%,1%,0.9%,-0.4%,16%
O=[N+]([O-])c1ccc(C[n+]2ccc(Cc3ccccc3)cc2)cc1,-11%,0%,i,-7.3%,7%,2%,4.4%,-0.4%,32%
Cc1ccc(CC2CC(=O)N(C(Cc3ccccc3)C(=O)O)C2=O)cc1 (stereo unspecified),11%,7%,i,-7.4%,7%,23%,0.7%,0.4%,-4%
Clc1ccc(CSc2nnc(CNc3cccc(Cl)c3)o2)cc1,-3%,13%,x,-3.9%,-3%,10%,-0.6%,x,12%
Cc1cccc(OCC(=O)Nc2ccc3c(c2)OCO3)c1C,0%,5%,i,-5.6%,-3%,-8%,-2.6%,0.7%,10%
CCCCCCOC(=O)Nc1ccc(S(=O)(=O)Nc2cccc([N+](=O)[O-])c2)cc1,1%,9%,i,-5.6%,-8%,-6%,-1.6%,-1.6%,-9%
COc1ccc(-c2nc3cccc(C)n3c2NCc2ccco2)cc1OC,9%,14%,i,-0.6%,-17%,8%,-2.1%,-0.2%,2%
O=C1/C(=C/c2ccccc2)CSc2sccc21,-1%,9%,i,-5.0%,-4%,5%,2.9%,-0.1%,3%

# Reprinted at random: 2 entries already listed
SMILES,SIAH1 antagonists,M1AAP inhibition,Yfh1-off respiration,XIAP displacement,Salmonella PhoP GFP,M17LAP inhibition,CSM14.1 death rescue,West Nile virus CPE,human PMI inhibitors
O=C1/C(=C/c2ccccc2)CSc2sccc21,-1%,9%,i,-5.0%,-4%,5%,2.9%,-0.1%,3%
O=[N+]([O-])c1ccc(C[n+]2ccc(Cc3ccccc3)cc2)cc1,-11%,0%,i,-7.3%,7%,2%,4.4%,-0.4%,32%

# Additional compounds.
SMILES,SIAH1 antagonists,M1AAP inhibition,Yfh1-off respiration,XIAP displacement,Salmonella PhoP GFP,M17LAP inhibition,CSM14.1 death rescue,West Nile virus CPE,human PMI inhibitors
CCCn1c(N)c(C(=O)CSc2nnc(-c3ccco3)n2Cc2ccccc2)c(=O)[nH]c1=O,x,2%,i,x,-4%,1%,x,0.9%,x
Cc1ccc(/C=N/NC(=O)COc2ccccc2-c2ccccc2)cc1,0%,-3%,i,1.1%,0%,18%,0.7%,-0.6%,10%
Cc1[nH]c2c(C)cccc2c1CN1CCC(CO)(Cc2ccccc2)CC1,2%,-5%,i,x,7%,-5%,x,0.3%,x
COC(=O)c1sc2ccccc2c1NC(=O)c1cccs1,0%,12%,i,-7.6%,2%,-2%,1.3%,3.2%,1%
COc1ccc(NC(=O)CNC(=O)c2ccc([N+](=O)[O-])cc2)cc1,-1%,0%,i,-8.7%,-9%,0%,-2.5%,0.2%,-3%
Cc1ccc(C(=O)CSc2nnc(-c3snnc3C)n2C2CC2)cc1,-5%,0%,i,x,5%,1%,x,0.1%,x
COc1ccc(Cl)cc1-c1nc(SCC(=O)NC2CC2)n[nH]1,-3%,0%,i,-7.4%,7%,1%,-0.1%,-0.7%,13%
CCn1c(=O)n(CC)c2cc(S(=O)(=O)Nc3ccccc3C)c(C)cc21,3%,-2%,i,-3.1%,6%,-1%,-1.1%,0.0%,6%
Cc1cc(C)n(-c2nc(N(C)C)nc(N3CCOCC3)n2)n1,-1%,7%,i,-2.9%,0%,16%,0.1%,-0.1%,-2%
COc1ccc(N2CCN(C(CNC(C)=O)c3ccco3)CC2)cc1 (stereo unspecified),11%,2%,i,-2.7%,7%,-2%,x,1.3%,11%
COc1ccc(NC(=O)CSc2nnc(-c3ccccn3)n2Cc2ccco2)cc1OC,4%,-2%,i,-5.1%,-10%,-11%,0.5%,-1.5%,4%
CN(C(=O)C(Cl)Cl)C1CC2C=CC1C2 (stereo unspecified),0%,4%,i,x,4%,1%,x,0.5%,x
COc1cc2c(cc1O)C(Cc1ccc(O)cc1)NCC2 (stereo unspecified),-3%,9%,i,-10%,3%,26%,-4.7%,-0.3%,6%
CCOc1ccccc1/C=C(\C#N)C(=O)Nc1cccc(C(=O)O)c1,6%,5%,i,x,-8%,1%,x,0.5%,x
C=CCN(CC=C)C(=S)NC(=O)c1ccc(-c2ccccc2)cc1,-3%,5%,i,-1.2%,12%,0%,-1.6%,-0.7%,-11%
O=C(c1cccc(C(=O)N2CCN(c3ccccc3F)CC2)n1)N1CCN(c2ccccc2F)CC1,-2%,3%,i,-8.3%,14%,13%,-1.7%,0.0%,-1%
COc1cc2[nH]c3c(=O)n(CCN4CCCCC4)cnc3c2cc1OC,0%,6%,i,-15%,8%,-11%,1.0%,0.2%,7%
COc1ccc([N+](=O)[O-])cc1NC(=S)NC(NC(=O)C(c1ccccc1)c1ccccc1)C(Cl)(Cl)Cl (stereo unspecified),0%,18%,i,-5.5%,-6%,5%,-0.5%,-0.7%,11%
Cc1ccc(NC(=S)NCCSc2ccc(Cl)cc2)cc1,-6%,2%,i,-7.0%,2%,-11%,-0.6%,-0.5%,-8%
CCOC(=O)c1ccc(-c2n[nH]c(=O)c3ccccc23)cc1,2%,0%,i,-6.3%,-11%,-8%,-0.7%,-0.7%,6%
CCCCn1c(N)c(N(CC)C(=O)CSc2nnnn2-c2cc(C)ccc2C)c(=O)[nH]c1=O,2%,-6%,i,-7.2%,0%,-10%,-0.1%,x,-12%
Cc1cccc(NC(=O)NCc2ccccn2)c1,2%,-9%,i,-2.9%,3%,19%,-3.3%,0.3%,3%
N/C(COc1cccc(Cl)c1)=N\O,2%,4%,i,x,-1%,17%,x,0.1%,x
CC(C)(C)NC(=O)C(c1ccco1)N(Cc1ccc(F)cc1)C(=O)c1snc(C(N)=O)c1N (stereo unspecified),-2%,12%,i,-4.2%,23%,0%,-0.1%,-0.6%,9%
Cc1ccccc1N1C(=O)C(Oc2ccc(Cl)cc2)C1CNCCCOC(C)C (stereo unspecified),2%,0%,i,1.7%,-15%,-22%,1.3%,-0.9%,-5%
Cc1cccc(C)c1NC(=O)COC(=O)c1ccccc1[N+](=O)[O-],5%,-2%,i,-2.4%,3%,-1%,0.8%,-0.8%,-9%
CCn1c(=O)n(CC(=O)Nc2cc(OC)c(OC)c(OC)c2)c(=O)c2ccccc21,1%,8%,i,-3.0%,-12%,11%,0.5%,0.5%,9%
Cc1cc2c(cc(C(=O)OCC(=O)NCc3ccco3)n2C)s1,-2%,3%,i,-5.1%,-12%,21%,-1.5%,2.6%,-6%
COc1ccc(CCNC(=O)C2CC(=O)N(CCc3ccccc3)C2)cc1OC (stereo unspecified),2%,-1%,i,-3.5%,-8%,2%,0.7%,0.0%,-3%
Cc1ccc(/C([O-])=C(/C(=S)NCc2ccco2)[n+]2ccccc2)cc1[N+](=O)[O-],26%,4%,i,-5.4%,-16%,-4%,x,0.5%,29%
O=C(CSc1nnnn1-c1ccccc1)c1ccco1,7%,-1%,i,-6.6%,3%,15%,-1.1%,-0.2%,-8%
OCC#Cc1cnc2ccccc2c1,-2%,-1%,i,-21%,15%,-5%,-2.3%,0.2%,11%
COc1ccc(CCNC(=O)CN(c2ccccc2OC)S(C)(=O)=O)cc1OC,4%,-1%,i,-0.6%,-7%,3%,-1.0%,-0.1%,-7%
CN(Cc1cccnc1)Cc1cn(C)nc1-c1ccc(Oc2ccccc2)cc1,10%,3%,i,-3.9%,2%,-3%,8.9%,-0.9%,2%
O=C(O)C1C2CCC(C2)C1C(=O)NCCC1=CCCCC1 (stereo unspecified),3%,4%,i,-0.1%,3%,33%,4.1%,-0.1%,-1%
Cc1ccccc1Cn1nc(C)c(NC(=O)/C=C/c2cnn(C)c2C)c1C,3%,7%,i,-0.8%,5%,19%,0.6%,-0.3%,3%
CC(Sc1nnnn1C)C(=O)Nc1ccccc1-c1ccccc1 (stereo unspecified),-1%,9%,i,-5.4%,-5%,6%,-1.8%,-0.8%,5%
Cc1ccccc1-c1nnn(CC(=O)c2ccc(S(=O)(=O)N3CCCC3)cc2)n1,1%,10%,i,-13%,-6%,6%,1.1%,-0.1%,8%
Cc1cc(-c2c(C(=O)N3CCOCC3)c(C)nn2-c2ccccc2)no1,3%,-5%,i,x,5%,-5%,x,-0.3%,x
O=C(c1n[nH]c(=O)c2ccccc12)N1CCN(C2c3ccccc3-c3ccccc32)CC1,2%,4%,i,-4.6%,1%,-11%,12%,-0.3%,10%
COc1cc(NC(=O)c2cnn3c(C)cc(C)nc23)c(OC)cc1Cl,-2%,7%,i,-3.8%,-10%,1%,-1.5%,0.0%,-16%

# Compound activity as filed in PubChem.
